Screens deposited in PubChem by National Center for Advancing Translational Sciences (NCATS).
12-LOX inh: inhibitors of human 12S-lipoxygenase ALOX12; P18054; 580,000 compounds, 1.1% hits; purified 12hLO, xylenol orange hydroperoxide absorbance; AID 1671190; Potency, µM (top dose mostly 108 µM), inactives show at the highest dose activity change, negative = inhibition, actives largely listed as inhibitors; active = well fitted inhibition curve with a large enough effect; inconclusive = small, poorly fitted or top-dose-only effect, or another doubt; inactive = no such curve, though single readings can be large or run the other way
Target sequence (P18054 whole entry, looked up): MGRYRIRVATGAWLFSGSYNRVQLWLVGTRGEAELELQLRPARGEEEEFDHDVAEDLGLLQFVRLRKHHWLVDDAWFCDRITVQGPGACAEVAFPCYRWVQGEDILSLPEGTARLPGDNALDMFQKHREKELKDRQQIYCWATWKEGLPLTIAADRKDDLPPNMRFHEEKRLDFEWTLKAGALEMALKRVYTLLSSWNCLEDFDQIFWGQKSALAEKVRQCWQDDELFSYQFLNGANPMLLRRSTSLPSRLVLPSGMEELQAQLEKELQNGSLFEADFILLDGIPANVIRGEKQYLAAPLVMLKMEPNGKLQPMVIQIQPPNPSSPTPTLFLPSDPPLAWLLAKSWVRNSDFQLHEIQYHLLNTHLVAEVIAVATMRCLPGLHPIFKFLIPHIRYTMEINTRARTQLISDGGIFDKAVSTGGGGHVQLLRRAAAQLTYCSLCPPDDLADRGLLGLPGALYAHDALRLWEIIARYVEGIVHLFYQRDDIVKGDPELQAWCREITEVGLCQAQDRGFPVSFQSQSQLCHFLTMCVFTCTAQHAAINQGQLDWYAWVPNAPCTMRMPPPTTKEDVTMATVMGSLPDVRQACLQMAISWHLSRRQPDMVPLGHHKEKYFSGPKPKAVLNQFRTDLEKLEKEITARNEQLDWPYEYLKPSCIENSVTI
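Purified human 12hLO (150 nM final) in 25 mM Hepes, 0.01% Triton X-100, pH 7.0 was preincubated 15 min at room temperature with compound. Then 40 uM arachidonic acid was added, 30 min. Hydroperoxide was read by Fe-XO absorbance ratio 573/405 nm.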
Active calls of the source: *; ? = inconclusive; [ ] = dose if it differs, or a comment. % is set by controls: 0 for no effect and ±100 for the full control effect; potency is the fitted concentration of half-maximal effect. An excerpt, so the mix of outcomes need not match the whole.

SMILES	12-LOX inh
COc1ccc(-c2cc([C@H]3CN4CC[C@H]3C[C@@H]4CNC(=O)c3ccc(C(C)(C)C)cc3)n(C)n2)cc1OC	?
O=C1Nc2ccccc2C12CCN(Cc1ccccc1)CC2	-27.6%[6.33 µM]
COc1cc2c(cc1OCc1ccncc1)NC(=O)C21CCN(Cc2ccccn2)CC1	21.1%[176 µM]
Cc1cc(=O)oc2cc(OCC(=O)N3CCN(CCO)CC3)c(Cl)cc12	-18.8%
COc1ccc(S(=O)(=O)N2[C@H]3CC[C@@H]2c2cnc(C)nc2C3)cc1	5.9%
C#C[C@H]1CN2CC[C@H]1C[C@@H]2CNC(=O)Nc1ccc(Oc2ccccc2)cc1	-13.1%[176 µM]
O=C1NC2(CCCN(Cc3cccnc3)C2)COc2ccccc21 (stereo not drawn)	-9.8%[176 µM]
COc1ccc2c(c1)c(C(=O)NC(C)C(C)C)c(C)n2C1CC1 (stereo not drawn)	3.7%
CCC(CN)c1ccccc1 (stereo not drawn)	3.7%
COc1ccccc1NC(=O)N1C[C@@H]2C[C@H](C1)c1c(-c3ccc(Cl)cc3)ccc(=O)n1C2	0.7%
O=C(NC[C@H]1C[C@@H]2CCN1C[C@@H]2CN1CCN(c2ccccn2)CC1)c1ccc2c(c1)OCO2	27.0%
O=C(c1ccccc1)N1C[C@@H]2C[C@H](C1)c1ccc(-c3ccc(Cl)cc3)c(=O)n1C2	?
O=C(NC[C@H]1C[C@@H]2CCN1C[C@@H]2CN1CCN(c2ccc(F)cc2)CC1)Nc1ccccc1	90.6%[activator]
COc1ccc(C(=O)NC[C@H]2C[C@@H]3CCN2C[C@@H]3c2cc(C3CCCCC3)nn2C)cc1	10.1%
CN1CCN(C(=O)Cc2c[nH]c3ncc(-c4cccc(O)c4)cc23)CC1	5.0%[176 µM]
N#Cc1cc2c(cc1C(=O)c1cccs1)OCCO2	-5.3%
C[C@@H]1C[C@@H](O)[C@@]2(O)[C@]13CC(=O)OC[C@]2(C)[C@@](C)(O)C(=O)C3	-13.6%
O=C(c1ccncc1)N1C2CCC1CN(Cc1cccnc1)C2	6.6%[6.33 µM]
CCOC(=O)C1=C(C)OC(N)=C(C(=O)OCC)C12C(=O)Nc1ccccc12 (stereo not drawn)	11.3%
Cc1noc(C)c1-c1cnc2[nH]cc(CC(=O)N3CCN(C)CC3)c2c1	3.8%[176 µM]
CN(C)[C@@H]1CN(C(=O)Cc2ccc(Cl)cc2)C[C@H]1CO	39.9%[activator]
Cc1sc2c(c1C)C(c1ccc(F)cc1)=NCC(=O)N2CC(=O)Nc1ccccc1	-6.2%
c1ccc(CCNCC2CCCCC2)cc1	?
O=C(N[C@@H](COc1ccc2[nH]c(=O)[nH]c2c1)c1ccccc1)c1cccn(Cc2ccc(F)c(F)c2)c1=O	2.3%[57.4 µM]
O=C(c1ccccn1)N1C[C@@H]2C[C@H](C1)c1ccc(NS(=O)(=O)c3cccs3)c(=O)n1C2	2.1%
COC(=O)C(O)C(O)(CCC(C)C)C(=O)OC1C(OC)=CC23CCCN2CCc2cc4c(cc2C13)OCO4 (stereo not drawn)	11.7%
N#Cc1ccc(NC(=S)N2Cc3cc(Br)ccc3-n3nncc3C2)cc1	-2.9%
C=CCOC(=O)C1=C(C)OC(N)=C(C(=O)OCC)C12C(=O)Nc1ccc(Br)cc12 (stereo not drawn)	13.1%
CC(C)C12CN3CCN(CC(C3)C1=O)C2	-1.9%
C[C@]12CC[C@H]3[C@@H](CC[C@@]45O[C@H]4C(O)=C(C#N)C[C@]35C)[C@H]1CC[C@H]2O	-6.4%[57.4 µM]
CC(=O)NC[C@H]1C[C@@H]2CCN1C[C@@H]2c1cc(-c2ccccc2)nc(C)n1	15.6%[176 µM]
CC[C@H]1CN2CC[C@H]1C[C@@H]2CNCc1cccc(C#N)c1	55.2%[activator][176 µM]
COc1ccc(NC(=O)N2CC[C@@]3(CCCN(C(=O)Oc4ccccc4)C3)C2)cc1	1.1%[57.4 µM]
Cc1ccc(/C=C2/C(=O)NC(=O)N(Cc3ccc(F)cc3)C2=O)o1	9.0%
Cc1nnc2n1CCC(NC(=O)c1nn(C)c3ccccc13)CC2 (stereo not drawn)	12.0%
C[C@@H]1CC[C@@]2(OC1)O[C@H]1C[C@H]3[C@@H]4CC=C5C[C@@H](O[C@@H]6O[C@H](CO)[C@@H](O[C@@H]7O[C@@H](C)[C@H](O)[C@@H](O)[C@@H]7O)[C@H](O)[C@@H]6O[C@@H]6O[C@@H](C)[C@H](O)[C@@H](O)[C@@H]6O)CC[C@]5(C)[C@@H]4CC[C@]3(C)[C@@H]1[C@H]2C	7.5%
Cc1nn(C)c(C)c1S(=O)(=O)N1[C@H]2CC[C@@H]1c1cnc(-c3ccc(F)cc3)nc1C2	8.7%
C#C[C@]1(O)[C@H](O)CC2C3CC[C@H]4C[C@@H](O)CC[C@]4(C)C3CC[C@@]21C (stereo partly drawn)	-4.5%
CN1Cc2ccccc2-n2ccnc2C12CCN(C(=O)c1ccn[nH]1)CC2	64.8%[activator]
ClCc1cccc(Cl)c1	-8.0%[22.9 µM]
CC/C=C(/C)C(=O)NC(C)Cc1ccc(Br)cc1 (stereo not drawn)	6.0%
C=CCON=C(C[C@H]1O[C@@H]2O[C@]3(C)CC[C@@H]4[C@H](C)CC[C@@H]([C@H]1C)[C@@]24OO3)[C@H]1O[C@@H]2O[C@]3(C)CC[C@H]4[C@H](C)CC[C@@H]([C@@H]1C)[C@@]24OO3	-29.8%[57.4 µM]
COC1C(=O)N(CC2CC2)C12CCNCC2 (stereo not drawn)	25.1%
CSc1cccc(NC(=O)NC[C@H]2C[C@@H]3CCN2C[C@@H]3CN2CCOCC2)c1	29.5%[176 µM]
CN1CC[C@@]2(CCCN(C(=O)c3ccco3)C2)C1	-3.9%[57.4 µM]
O=[S+]1([O-])NC2(CCN(CC3CC3)C2)COc2ccncc21 (stereo not drawn)	-1.6%[6.33 µM]
CC1CCN(CC2CCCCCN2C(=O)Cc2ccccc2)CC1 (stereo not drawn)	40.0%
C[C@]12CC[C@H]3[C@@H](CCC4=CC(=O)CC[C@@]43C)[C@H]1CC[C@H]2OC(=O)CCC1CCCC1	?

Quoted from the results shown, seven compounds:
SMILES	12-LOX inh
Cc1nn(C)c(C)c1S(=O)(=O)N1[C@H]2CC[C@@H]1c1cnc(-c3ccc(F)cc3)nc1C2	8.7%
C#C[C@]1(O)[C@H](O)CC2C3CC[C@H]4C[C@@H](O)CC[C@]4(C)C3CC[C@@]21C (stereo partly drawn)	-4.5%
CN1Cc2ccccc2-n2ccnc2C12CCN(C(=O)c1ccn[nH]1)CC2	64.8%[activator]
ClCc1cccc(Cl)c1	-8.0%[22.9 µM]
CC/C=C(/C)C(=O)NC(C)Cc1ccc(Br)cc1 (stereo not drawn)	6.0%
C=CCON=C(C[C@H]1O[C@@H]2O[C@]3(C)CC[C@@H]4[C@H](C)CC[C@@H]([C@H]1C)[C@@]24OO3)[C@H]1O[C@@H]2O[C@]3(C)CC[C@H]4[C@H](C)CC[C@@H]([C@@H]1C)[C@@]24OO3	-29.8%[57.4 µM]
COC1C(=O)N(CC2CC2)C12CCNCC2 (stereo not drawn)	25.1%

Next section.
SMILES	12-LOX inh
COc1ccc2c(c1)c(C(C)=O)c(C)n2Cc1ccccc1	-18.3%
C=C[C@H]1CN2CC[C@H]1C[C@@H]2CNC(=O)CCCC(=O)O	22.6%[176 µM]
CC(C)CN1C[C@@H]2OCC(=O)N(CC(N)=O)[C@@H]2C1	35.2%[176 µM]
Cc1nc(-c2cccs2)cc([C@H]2CN3CC[C@H]2C[C@@H]3CNC(=O)c2ccco2)n1	12.4%[176 µM]
Cn1cc(-c2cnc3[nH]cc(CC(=O)N4CCN(Cc5ccccc5)CC4)c3c2)cn1	-0.8%[176 µM]
CC1OC(OC2CCC3(C=O)[C@H]4CCC5(C)C(C6=CC(=O)OC6)CCC5(O)[C@@H]4CCC3(O)C2)C(O)C(O)C1O (stereo partly drawn)	?
CN(C)C(=O)[C@H]1CN2CCC1C[C@@H]2Cn1cc(CSc2ccccc2)nn1 (stereo partly drawn)	-3.9%[176 µM]
CN(CCc1ccccn1)C[C@H]1CN2CC[C@H]1C[C@@H]2CNC(=O)c1ccc(C(F)(F)F)cc1	63.5%[activator]
CC(C)N1CCN(Cc2c[nH]c3ccccc23)CC1	?
CC(C)NC(=O)[C@H]1CN2CC[C@H]1C[C@@H]2Cn1cc(CO)nn1	9.5%[176 µM]
C[C@H]1O[C@@H](O[C@H]2CC[C@]3(C=O)[C@H]4CC[C@]5(C)[C@H](C6=CC(=O)OC6)CC[C@]5(O)[C@@H]4CC[C@]3(O)C2)C[C@H](O)[C@@H]1O	11.6%
COc1cc2c(cc1OCC1CC1)NC(=O)C21CCN(C(C)=O)CC1	14.7%[176 µM]
O=C(Nc1ccccc1)OC[C@H]1C[C@@H]2CCN1C[C@@H]2c1cc(C2CCCC2)nc(-c2ccncc2)n1	-8.8%
O=C(O)[C@]12CN(Cc3ccncc3)C[C@H]1CN(C1CCOCC1)C2	44.9%[activator]
COc1ccc(-c2cc([C@H]3CN4CC[C@H]3C[C@@H]4CNS(=O)(=O)Cc3ccccc3)n(C)n2)cc1OC	85.1%[activator]
CC(C)CN1Cc2ccccc2-n2ccnc2C12CCN(C(=O)c1ccccc1F)CC2	76.8%[activator]
O=c1c(-c2cccc(C(F)(F)F)c2)ccc2n1C[C@H]1C[C@@H]2CN(S(=O)(=O)c2cccs2)C1	?
Cc1nc(-c2ccccc2Br)cc([C@H]2CN3CC[C@H]2C[C@@H]3CNC(=O)c2ccccc2)n1	7.6%
COc1cc(CN2CCN(C(=O)COc3ccccc3)CC2)cc(OC)c1O	?
Cc1cc(C)cc(CN2CCC3(CCNCC3)C2)c1	51.5%[activator]
COc1cc2c(cc1CCc1ccccc1)N(C(=O)c1ccnn1C)CC21CCN(C(C)=O)CC1	2.9%
CN1CCN(C(=O)CCc2ccncc2)CC12CCNCC2	?
C[C@]12CCC3C(CC[C@H]4C[C@@H](O)CC[C@]34C)C1C[C@H](Br)[C@@H]2O (stereo partly drawn)	-16.5%
Cc1ncc2c(n1)C[C@@H]1CC[C@H]2N1C(=O)c1ccsc1	6.8%
CC[C@H]1C[C@@H]2C[C@H]3c4[nH]c5ccc(OC)cc5c4CCN(C2)[C@@H]13	2.0%[176 µM]
O=C(Oc1ccccc1)N1CCC[C@@]2(CCN(Cc3nccs3)C2)C1	?
O=C(O)c1cn(C2CCCCCC2)nn1	?
COc1ccccc1CNCCc1c[nH]c2ccccc12	?
c1cc(CN2C[C@H](c3ccc4c(c3)OCO4)[C@@H]3[C@H]2C2CCN3CC2)ccn1	17.6%
CN(CCc1ccccn1)C[C@H]1CN2CC[C@H]1C[C@@H]2CNS(=O)(=O)c1ccccc1	5.4%[176 µM]
CSc1ccc(-c2ccc(=O)n3c2[C@@H]2C[C@@H](CN(S(C)(=O)=O)C2)C3)cc1	?
O=C1N(Cc2ccccn2)C[C@H]2CN(C3CCC3)CCN12	106.1%[activator][176 µM]
CN1CC2(C)CNCC(C)(C1)C2O (stereo not drawn)	?
CCN1[C@@H]2c3cccc(=O)n3C[C@H]1[C@H](CO)[C@H]2C(=O)OC	-55.6%
C=C1C2C[C@]3(C4CC5[C@@]6(C)CC[C@H](O)[C@@]5(C3CC2=O)C4[N+]([O-])(CC)C6)[C@@H]1O (stereo partly drawn)	9.7%
Cc1ccc2nc(-c3ccc(CN4CCC(n5c(=O)[nH]c6cc(Cl)ccc65)CC4)cc3)c(-c3ccccc3)nc2c1	-23.5%

Part of the list above in order of number of heavy atoms, rising:
SMILES	12-LOX inh
CN1CC2(C)CNCC(C)(C1)C2O (stereo not drawn)	?
C=C1C2C[C@]3(C4CC5[C@@]6(C)CC[C@H](O)[C@@]5(C3CC2=O)C4[N+]([O-])(CC)C6)[C@@H]1O (stereo partly drawn)	9.7%
CN(CCc1ccccn1)C[C@H]1CN2CC[C@H]1C[C@@H]2CNS(=O)(=O)c1ccccc1	5.4%[176 µM]

Other entries
SMILES	12-LOX inh
Cc1ncccc1C(=O)N1[C@H]2CC[C@@H]1c1cnc(-c3ccc(F)cc3)nc1C2	15.3%
CCCN1CCN(C(=O)Cc2cccn2-c2ccc(F)cc2)CC1	-4.0%
Cc1[nH]nc2c1C(c1ccc(C(=O)O)cc1)SCC(=O)N2 (stereo not drawn)	14.7%
CC(C)NC(=O)OC[C@H]1C[C@@H]2CCN1C[C@@H]2c1cc(C2CCCC2)nc(-c2ccncc2)n1	28.2µM*
Cc1cc(C[C@@H]2COC[C@@H]2NC(=O)c2cn(C)c3ccccc23)on1	-11.4%
Nc1cncc(-c2ccc(CN3CCCC3)cn2)c1	24.7%
CCc1cnc(N2CCC3(CC2)C(=O)Nc2cc(OCC4CC4)c(OC)cc23)nc1	-17.7%[176 µM]
CN1CC[C@@]2(CCCN(C(=O)c3ccncc3)C2)C1	?
COc1ccccc1C(=O)N1[C@H]2CC[C@@H]1c1cnc(C)nc1C2	41.4%[activator]
O=C(NCc1ccccc1)[C@H]1CN2CC[C@H]1C[C@@H]2Cn1cc(-c2ccccn2)nn1	73.4%[activator][176 µM]
CC(C)NC(=O)[C@H]1CN2CC[C@H]1C[C@@H]2Cn1cc(COc2ccccc2)nn1	43.0%[176 µM]
CC(=O)Nc1ccc(S(=O)(=O)NC[C@H]2C[C@@H]3CCN2C[C@@H]3c2cc(-c3ccc(N(C)C)cc3)nc(C)n2)cc1	-10.9%
Cc1ccc(C(=O)N2[C@H]3CC[C@@H]2c2cnc(C)nc2C3)cn1	30.1%
O=C(Nc1ccccc1)[C@H]1CN2CCC1C[C@@H]2Cn1cc(C2(O)CCCCC2)nn1 (stereo partly drawn)	75.1%[activator][176 µM]
O=C(Cc1ccc(F)cc1)N1CCC2(CC1)NCc1ccccc1-n1ccnc12	8.6%
Cn1cc(C(=O)NC2CCCCCCC2)c2ccccc21	-21.4%
COc1ccccc1OCCNc1ccc([N+](=O)[O-])c2cccnc12	1.8%
